# Screening data: PubChem, The Scripps Research Institute Molecular Screening Center
# CHRM1 agonist: agonists of human M1 muscarinic receptor; P11229; CHO-K1 hM1, Fluo-8 calcium fluorescence, agonist mode; 0% DMSO, 100% acetylcholine EC100; activation, % at 3 µM; 360,000 compounds, 0.33% hits; AID 588814;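 active = activation above the run's mean compound activation plus 3 SD, cut at about 16% in these data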;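 note: peak over basal fluorescence ratio within a 140 s kinetic read after compound addition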
# Target sequence (P11229 whole entry, looked up): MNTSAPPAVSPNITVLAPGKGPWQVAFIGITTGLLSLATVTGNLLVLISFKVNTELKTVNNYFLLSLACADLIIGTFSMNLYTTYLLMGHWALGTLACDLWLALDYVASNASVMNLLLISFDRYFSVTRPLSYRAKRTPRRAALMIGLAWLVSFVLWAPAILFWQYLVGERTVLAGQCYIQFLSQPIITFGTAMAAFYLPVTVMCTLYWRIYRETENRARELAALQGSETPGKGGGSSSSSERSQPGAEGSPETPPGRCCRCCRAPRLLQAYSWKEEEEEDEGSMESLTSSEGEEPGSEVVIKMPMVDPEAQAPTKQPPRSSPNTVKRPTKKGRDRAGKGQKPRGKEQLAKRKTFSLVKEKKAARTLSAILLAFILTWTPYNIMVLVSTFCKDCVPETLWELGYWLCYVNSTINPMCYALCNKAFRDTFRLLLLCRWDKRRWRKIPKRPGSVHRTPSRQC
# M4 antag: CHRM4 antagonism in calcium assay. CHO-hM4 cells, ACh EC80, Fluo-8 calcium fluorescence. 360,000 compounds, 0.73% hits. inhibition, % at 3 µM. P08173;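 active = inhibition above its plate's cutoff, the mean inhibition of sample wells plus 3 SD, cut at about 27% in these data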;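 note: 0% = acetylcholine EC80 with DMSO and 100% = DMSO without agonist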
# Target sequence (P08173 whole entry, looked up): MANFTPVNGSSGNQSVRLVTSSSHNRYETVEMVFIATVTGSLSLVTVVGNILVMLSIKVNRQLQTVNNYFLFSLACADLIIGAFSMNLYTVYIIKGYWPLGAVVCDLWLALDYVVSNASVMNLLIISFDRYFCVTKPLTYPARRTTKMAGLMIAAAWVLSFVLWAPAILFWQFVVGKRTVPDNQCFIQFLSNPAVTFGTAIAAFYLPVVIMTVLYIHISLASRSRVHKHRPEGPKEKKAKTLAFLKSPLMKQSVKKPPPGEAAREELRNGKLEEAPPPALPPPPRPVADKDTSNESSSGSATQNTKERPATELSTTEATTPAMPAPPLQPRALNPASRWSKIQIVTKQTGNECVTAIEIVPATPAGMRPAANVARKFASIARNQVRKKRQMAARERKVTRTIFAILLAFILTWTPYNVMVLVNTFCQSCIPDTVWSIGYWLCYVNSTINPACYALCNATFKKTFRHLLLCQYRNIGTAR
# CHRM5 agonist: agonists of human muscarinic M5 receptor (CHRM5). P08912. CHO-K1 hM5 cells, Fluo-8 calcium fluorescence; 0% DMSO wells, 100% maximal acetylcholine response. activation, % at 3 µM. 360,000 compounds, 0.19% hits. AID 624037;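 active = activation above the run's mean over test compounds plus 3 SD, cut at about 23% in these data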;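 note: signal is peak over basal fluorescence ratio across the kinetic read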
# M1 antag: antagonists of human M1 muscarinic receptor; inhibition, % at 3 µM; 360,000 compounds, 1.3% hits; CHO-K1 hM1, Fluo-8 calcium fluorescence, ACh EC80 antagonist; AID 588852; P11229;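 active = percent inhibition above its own plate's cutoff, namely the mean of that plate's compound wells plus 3 SD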;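 note: peak over basal fluorescence ratio during 140 s after agonist addition; 0% = ACh EC80 plus DMSO and 100% = DMSO alone without agonist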
# TAAR1 agonist: agonists of human TAAR1; Q96RJ0; CHO RD-HGA16 TAAR1, Fluo-8 calcium fluorescence; vehicle wells 0%, saturating PEA agonist 100%; activation, % at 3 µM; 360,000 compounds, 0.99% hits; AID 624467;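 active = activation above the mean activation of all test compounds in the run plus 3 SD, cut at about 38% in these data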
#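 test system = CHO RD-HGA16 cells carrying human TAAR1 plus Gα16 | schedule = 17-24 h seeding, 75 min 37 °C dye, 30 min RT | compound dosing = 3 µM single concentration | control set = DMSO and PEA EC100 | replicates = n 1 | signal = Fluo-8 fluorescence, 5 s baseline then 140 s kinetic read | measure = percent activation vs PEA EC100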
# M1 PAM: positive allosteric modulators of human M1 muscarinic receptor; P11229; CHO-K1 hM1, Fluo-8 calcium fluorescence, ACh EC20; 0% = ACh EC20, 100% = maximal ACh; activation, % at 3 µM; 360,000 compounds, 0.088% hits; in the data active = activation above about 19%, passing the limit was not always enough
# M4 ag: CHRM4 agonism in calcium assay | P08173 | CHO-K1 hM4/Gqi5, Fluo-8 calcium fluorescence; vehicle 0%, full acetylcholine response 100% | activation, % at 3 µM | 360,000 compounds, 0.14% hits | AID 624127;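 active = activation above the run mean over all test wells plus 3 SD, cut at about 32% in these data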;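 note: peak over basal fluorescence ratio per well then scaled between controls; 0% = DMSO wells and 100% = acetylcholine at EC100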
# M5 PAM: positive allosteric modulators of human muscarinic M5 receptor; 360,000 compounds, 0.3% hits; CHO-K1 hM5, Fluo-8 calcium, ACh EC20 PAM; 0% = ACh EC20, 100% = ACh EC100; activation, % at 3 µM; P08912; AID 624038;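 active = activation above the run cutoff, the mean activation of all test compounds plus 3 SD, cut at about 18% in these data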
#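 Measured by: Fluo-8 calcium fluorescence; material: human M5 receptor in CHO-K1 cells; schedule: Post-acetylcholine fluorescence recording 140 s; benchmarks: low control EC20 acetylcholine (0%), high control EC100 acetylcholine (100%); read-out: Max/basal fluorescence ratio as % of EC20–EC100 ACh window; compound: single dose, 3 µM nominal final test concentration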
# CHRM5 antagonist: antagonists of human muscarinic M5 receptor (CHRM5) | AID 624040 | CHO-hM5 cells, Fluo-8 calcium fluorescence, ACh EC80 | inhibition, % at 3 µM | 360,000 compounds, 0.59% hits | P08912;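 active = inhibition above a per-plate cutoff, the mean of that plate's test compounds plus 3 SD, cut at about 27% in these data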;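 note: 0% = acetylcholine EC80 with DMSO and 100% = DMSO without agonist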
# * hit, by the source's call; x = no result given.
# Every second line gives: CHRM1 agonist	M4 antag	CHRM5 agonist	M1 antag	TAAR1 agonist	M1 PAM	M4 ag	M5 PAM	CHRM5 antagonist
- CCOc1ccc(COC(=O)C2CC(=O)N(CCc3ccccc3)C2)cc1OC (centres undefined)
  -2	-3	1	-4	14	6	2	6	-3
- COc1ccc(NC(=O)c2cc(C)on2)cc1
  -2	-14	-1	-12	1	6	1	-9	9
- O=C(NNC(=O)C1CCN(S(=O)(=O)c2ccccc2C(F)(F)F)CC1)c1ccccc1O
  -3	1	1	2	0	1	1	0	2
- CC(=O)Oc1ccc(Cn2c(C)c(C(=O)NCc3ccccc3C(F)(F)F)sc2=O)cc1
  -3	0	0	8	1	-6	11	-7	1
- Cn1nccc1NS(=O)(=O)c1ccc(C(C)(C)C)cc1
  2	-15	1	-11	3	0	5	-6	9
- O=C(CN(C(=O)CCC(=O)Nc1nccs1)c1ccccc1F)NCc1ccc(F)cc1
  -3	1	-2	-11	9	13	1	2	-3
- COc1ccc(/C=N/NC(=O)c2nn(-c3ccc(Cl)cc3)c(=O)c3c(N)scc23)cc1
  3	12	2	-4	1	7	0	-4	9
- Cc1ccc(NC(=O)Cc2ccccc2)cc1S(=O)(=O)N1CCOCC1
  -1	-5	3	12	18	-3	2	1	4
- NC(=Nc1nc(-c2ccccn2)cc2ccccc12)c1ccccn1
  -1	0	0	33*	0	-14	1	-13	5
- Cc1c(NC(=O)CN2C(=O)NC(C)(c3ccccc3Cl)C2=O)c(=O)n(-c2ccccc2)n1C (centres undefined)
  -7	4	0	-12	x	6	1	-3	-6
- COc1cccc(NC(=O)CSc2nnc3ccc(-c4ccncc4)nn23)c1
  -8	-7	-8	-6	10	3	1	-2	10
- CN(C)Cc1c(O)ccc2cc(-c3nc4ccccc4n3C)c(=O)oc12
  0	-1	7	-9	5	8	1	1	1
- COCCCn1c(SCC(=O)N2CCOCC2)nc2ccccc2c1=O
  -3	-6	-1	-5	3	13	2	7	3
- CC[C@@]1(C(=O)OC)N[C@H](CN(C)C(=O)Nc2ccc(F)cc2)[C@@H]2C(=O)N(C)C(=O)[C@@H]21
  -4	-11	1	1	1	-4	0	1	-4
- CCOC(=O)c1ccc(NC(=S)N2CCSC2c2ccc(Cl)cc2)cc1 (centres undefined)
  34*	28*	35*	45*	123*	2	61*	8	15
- C=C(C(=O)O)C(CCCCCC)C(=O)O (centres undefined)
  -1	-12	1	-16	12	6	0	-4	1
- Cc1nnc(SCc2ccc(F)cc2Cl)s1
  -12	6	-8	-8	10	8	-2	-8	8
- COc1ccc(N2CC(C(=O)Nc3cc(C)ccn3)CC2=O)cc1 (centres undefined)
  -1	-3	2	-20	3	13	0	5	11
- CCn1c(-c2ccccc2SC)n[nH]c1=S
  -6	-10	-2	-6	2	9	2	-1	7
- COC(=O)c1ccc(COc2cc(O)c3c(c2)OC(C)(C)CC3=O)cc1
  -3	14	-3	6	2	-4	0	-10	4

# Compounds shown so far containing a Cl atom (4):
# Every second line gives: CHRM1 agonist	M4 antag	CHRM5 agonist	M1 antag	TAAR1 agonist	M1 PAM	M4 ag	M5 PAM	CHRM5 antagonist
- COc1ccc(/C=N/NC(=O)c2nn(-c3ccc(Cl)cc3)c(=O)c3c(N)scc23)cc1
  3	12	2	-4	1	7	0	-4	9
- Cc1c(NC(=O)CN2C(=O)NC(C)(c3ccccc3Cl)C2=O)c(=O)n(-c2ccccc2)n1C (centres undefined)
  -7	4	0	-12	x	6	1	-3	-6
- CCOC(=O)c1ccc(NC(=S)N2CCSC2c2ccc(Cl)cc2)cc1 (centres undefined)
  34*	28*	35*	45*	123*	2	61*	8	15
- Cc1nnc(SCc2ccc(F)cc2Cl)s1
  -12	6	-8	-8	10	8	-2	-8	8

# (more compounds)
# Every second line gives: CHRM1 agonist	M4 antag	CHRM5 agonist	M1 antag	TAAR1 agonist	M1 PAM	M4 ag	M5 PAM	CHRM5 antagonist
- CC(=O)c1ccc2c(c1)C1C=CCC1C(c1ccncc1)N2 (centres undefined)
  -3	17	2	3	2	0	1	1	-1
- O=C(Oc1ccc(/C=N/n2cnnc2)cc1)c1cccc([N+](=O)[O-])c1
  -4	-4	-2	-2	7	1	2	0	4
- CCOC(=O)/C(=N\Nc1ccccc1[N+](=O)[O-])c1csc(Nc2ccccc2)n1
  -6	-3	2	-3	-1	7	2	13	-5
- CC1=C(C(=O)OCCC(C)C)C(c2ccc3c(c2)OCO3)NC(=O)N1 (centres undefined)
  -6	9	-1	9	7	-5	1	6	-2
- COc1ccc(Cc2nnc(SCc3ccc([N+](=O)[O-])cc3)o2)cc1
  -3	0	-5	1	7	3	0	2	3
- Cc1ccc(N=C2C(=O)Nc3ccc(Br)cc32)cc1
  0	-1	-1	-16	2	21	1	3	2
- CCOCCc1nnc(NC(=O)c2ccc(OC)c(OC)c2)s1
  -4	-5	-3	2	2	-2	0	2	-7
- CC1CC(=O)Nc2ccccc2N1S(=O)(=O)c1cccs1 (centres undefined)
  -1	2	-4	-1	3	0	2	-6	4
- C#CC(C)(CC)NC(=O)Cn1nnc(-c2ccc(S(C)(=O)=O)cc2)n1 (centres undefined)
  -1	4	1	-26	6	-10	0	-8	-2
- Cc1c(OCC(=O)NCCCN2CCOCC2)ccc2c1oc(=O)c1ccccc12
  -5	-3	-2	0	11	-1	2	7	2
- NS(=O)(=O)c1ccc(NC(=O)COC(=O)Cc2ccc(Cl)cc2)cc1
  -1	3	1	-16	3	12	2	-2	5
- Cc1ccc(CNc2nc(N)c([N+](=O)[O-])c(NCc3ccccc3)n2)cc1
  -8	3	-2	-6	4	2	0	3	-3
- COc1ccc(CN2CCN(CCc3ccccc3)C(CCO)C2)c(O)c1 (centres undefined)
  -5	-11	-4	-5	8	2	4	1	5
- CCn1nc(C)c(CNCc2cn[nH]c2-c2cc3ccccc3o2)c1C
  -2	1	-5	-18	3	14	0	-4	5
- Cc1cccc(CCNC(=O)C2CCC(=O)N(Cc3ccc(Cl)cc3)C2)n1 (centres undefined)
  -4	-4	0	-16	2	-1	1	7	-4
- Cc1ccc(OCC(=O)N/N=C\c2ccncc2)c(C)c1
  -6	-1	1	13	4	-7	2	0	7
- COc1ccc(-c2[nH]ncc2CN2CCC(C(=O)N3CCOCC3)CC2)c(F)c1
  -1	-4	1	7	1	6	0	-2	1
- CN1C[C@@H]2[C@@H]3C(=O)N(C)C(=O)[C@@H]3[C@](C)(C1=O)N2C(=O)c1ccc(Cl)c(Cl)c1
  -2	-3	-1	13	0	1	0	1	9
- CC(C)(C)NC(=O)CN(C(=O)c1csnn1)c1cccc2c1CCCC2
  -2	6	7	0	1	10	2	5	-2
- O=S1(=O)CC(N2CCCC2)CN1Cc1cn(Cc2cccc(C(F)(F)F)c2)nn1 (centres undefined)
  x	-12	1	x	1	x	1	-4	0

# (cont.)
Compound,CHRM1 agonist,M4 antag,CHRM5 agonist,M1 antag,TAAR1 agonist,M1 PAM,M4 ag,M5 PAM,CHRM5 antagonist
Cc1ccc(S(=O)(=O)NCC(=O)N2CCOCCOCCOCC2)cc1,-3,-10,-2,-14,1,11,1,-2,2
Cc1c(-c2ccc(F)cc2)nc(N)c(C#N)c1-c1cccnc1,0,5,4,-18,-1,18,0,9,0
CC(C)CCNC(=O)/C=C/c1ccc(Br)cc1,-7,-10,-4,-7,-1,6,1,0,5
COc1ccc(C2=Nc3cccc4cccc(c34)N2)cc1,-3,-2,3,-5,6,6,0,0,2
CN(C)c1ccc(NC(=O)CN2CCC(N3CCCCC3)CC2)cc1,-2,-17,-3,-11,15,8,1,24*,0
COc1ccc(NC(=O)C(C)SCc2ccccc2)cc1 (centres undefined),-1,-5,-5,-1,4,6,-1,4,2
Cc1ccc(Cn2nnc3c(=O)[nH]c(C4CCN(C(=O)Cc5cccs5)CC4)nc32)cc1,-7,-15,-3,-9,2,9,-1,-4,12
COc1cc(C)ccc1S(=O)(=O)NC(=O)Cn1nnc(COc2ccc3c(c2)CCCC3)c1C,-5,-2,0,1,0,-1,0,-1,2
CCN(CC)c1ncnc2c1ncn2[C@H]1CN(Cc2ccncc2)C[C@@H](CO)O1,0,-6,2,-5,2,2,2,1,-8
CCNc1oc(COc2cccc(C)c2)nc1C#N,9,7,-5,-18,12,-3,2,0,-4
Cc1ccccc1N(CC(=O)NC1CCCCC1)C(=O)c1csnn1,-7,-1,-4,-11,1,7,7,3,2
O=C(NCc1ccco1)c1cnn2c(C(F)(F)F)cc(-c3cccs3)nc12,-10,12,-3,-29,9,-2,4,-6,-1
CCOc1ccccc1CN(Cc1ccco1)S(=O)(=O)c1ccc(-n2cnnn2)c(OC)c1,-5,1,0,2,4,0,1,-5,-2
CCN1C(=O)C(=O)N(CC(=O)Nc2cccc(C(F)(F)F)c2)C1=O,0,-3,4,-14,1,5,1,2,-2
Cc1onc(-c2ccccc2Cl)c1C(=O)OCC(=O)Nc1cccc(S(=O)(=O)N(C)C)c1,1,1,3,-3,7,4,6,-2,8
O=C(NCc1ccncc1)C1CCN(S(=O)(=O)c2ccc(F)cc2)CC1,-2,12,-4,-13,9,5,0,-3,14
Cc1cc2c(NC(=O)Nc3ccccc3)cccc2nn1,-2,5,2,-3,10,5,1,6,2
Cc1ccc(Sc2ncccc2N)cc1,-4,-5,-1,-18,1,11,-1,5,2

# Given with each value named: entries from further up.
Compound: COc1cc(C)ccc1S(=O)(=O)NC(=O)Cn1nnc(COc2ccc3c(c2)CCCC3)c1C
  CHRM1 agonist: -5	M4 antag: -2	CHRM5 agonist: 0	M1 antag: 1	TAAR1 agonist: 0	M1 PAM: -1	M4 ag: 0	M5 PAM: -1	CHRM5 antagonist: 2

Compound: CCN(CC)c1ncnc2c1ncn2[C@H]1CN(Cc2ccncc2)C[C@@H](CO)O1
  CHRM1 agonist: 0	M4 antag: -6	CHRM5 agonist: 2	M1 antag: -5	TAAR1 agonist: 2	M1 PAM: 2	M4 ag: 2	M5 PAM: 1	CHRM5 antagonist: -8

Compound: CCNc1oc(COc2cccc(C)c2)nc1C#N
  CHRM1 agonist: 9	M4 antag: 7	CHRM5 agonist: -5	M1 antag: -18	TAAR1 agonist: 12	M1 PAM: -3	M4 ag: 2	M5 PAM: 0	CHRM5 antagonist: -4

# These rows are one share of the data; rates above refer to the full screens.
